hcDAF-12 act – H. contortus DAF-12 activation, primary screen | HEK293 hcDAF-12 lit1-tk-luc reporter, luminescence; 0% DMSO, 100% Δ7-dafachronic acid | activation, % at 6.8 µM | 370,000 tested, 1.4% active | AID 652067;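 active means activation above the mean of all tested compounds plus 3 SD, cut at about 5.5% in these data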;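 further: 100% = response to 3 µM Δ7-dafachronic acid high control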
MBD2 inh – MBD2-methylated oligo binding inhibition; 370,000 tested, 0.31% active; TR-FRET, MBD2 binding to methylated oligonucleotide; inhibition, % at 4.4 µM; Q9UBB5; AID 686964; in the data active means inhibition above about 13%
Target sequence (Q9UBB5 whole entry, looked up): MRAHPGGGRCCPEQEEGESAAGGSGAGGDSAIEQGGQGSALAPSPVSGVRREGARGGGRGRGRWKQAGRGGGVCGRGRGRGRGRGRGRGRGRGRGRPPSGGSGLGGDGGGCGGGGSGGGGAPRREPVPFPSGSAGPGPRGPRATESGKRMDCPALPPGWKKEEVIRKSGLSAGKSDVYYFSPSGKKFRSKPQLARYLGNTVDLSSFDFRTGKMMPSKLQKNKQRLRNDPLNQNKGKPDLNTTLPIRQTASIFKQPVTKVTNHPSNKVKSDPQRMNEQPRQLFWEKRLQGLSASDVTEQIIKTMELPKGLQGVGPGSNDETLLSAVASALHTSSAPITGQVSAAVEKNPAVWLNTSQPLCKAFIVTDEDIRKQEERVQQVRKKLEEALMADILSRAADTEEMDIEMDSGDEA
PLCg1 inh – inhibitors of human phospholipase C gamma1 | purified PLC-gamma1, fluorogenic substrate, fluorescence | 370,000 tested, 0.84% active | inhibition, % at 12.2 µM; in the data active means inhibition above about 9.5%
DAX1 inh-1 – inhibitors of DAX1 repression of SF-1 activated StAR promoter; HEK293T StAR-luciferase reporter, SF-1/DAX-1 repression relief; 370,000 tested, 1.1% active; AID 652010; inhibition, % at 6.8 µM;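 active means inhibition above the mean over all tested compounds plus 3 SD, cut at about 3.6% in these data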;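 further: 0% = DAX-1 cells with DMSO and 100% = cells lacking DAX-1 with DMSO; higher inhibition means more luminescence from relief of DAX-1 repression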
Rev-erbA mod – modulators of human Rev-erb alpha DNA binding; P20393; Rev-erbα–FITC-DNA binding, fluorescence polarization, 90 min; activity, % at 10 µM; 370,000 tested, 0.79% active;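 active means activity above about 14%, limit read from the data; passing the limit was not always enough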;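 further: 0% = DMSO wells with 35 nM protein and 100% = DMSO wells with 750 nM protein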
Target sequence (P20393 whole entry, looked up): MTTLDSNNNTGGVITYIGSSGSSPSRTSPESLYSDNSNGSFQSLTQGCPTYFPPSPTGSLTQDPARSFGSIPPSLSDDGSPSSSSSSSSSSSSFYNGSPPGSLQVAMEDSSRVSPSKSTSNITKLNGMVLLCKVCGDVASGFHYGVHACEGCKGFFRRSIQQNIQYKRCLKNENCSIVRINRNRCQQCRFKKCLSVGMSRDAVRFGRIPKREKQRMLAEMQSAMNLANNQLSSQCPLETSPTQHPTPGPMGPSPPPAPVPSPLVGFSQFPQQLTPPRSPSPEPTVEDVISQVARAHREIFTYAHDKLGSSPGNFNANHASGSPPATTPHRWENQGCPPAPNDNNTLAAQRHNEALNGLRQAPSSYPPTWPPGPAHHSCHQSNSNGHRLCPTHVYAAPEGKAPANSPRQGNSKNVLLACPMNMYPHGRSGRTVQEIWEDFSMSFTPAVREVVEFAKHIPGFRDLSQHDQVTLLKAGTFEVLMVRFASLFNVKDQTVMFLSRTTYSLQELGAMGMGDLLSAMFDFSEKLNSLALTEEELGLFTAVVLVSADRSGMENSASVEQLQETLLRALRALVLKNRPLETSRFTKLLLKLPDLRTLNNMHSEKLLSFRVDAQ
DAX1 inh-2 – inhibits human nuclear receptor DAX1 | P51843 | HEK293 Gal4-DAX1 luciferase reporter, luminescence | inhibition, % at 6.75 µM | 340,000 tested, 0.99% active | AID 504766;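 active means inhibition above the mean over all tested compounds plus 3 SD, cut at about 4.2% in these data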;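 further: 0% = DAX1-transfected cells with DMSO and 100% = empty-vector control cells with DMSO; inhibition shows as a rise in luminescence from relieved DAX1 repression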
ADAM17 inh – ADAM17 inhibition, QFRET primary screen. AID 720648. P78536. inhibition, % at 6.95 µM. recombinant ADAM17, EDANS/DABCYL FRET peptide cleavage. 370,000 tested, 0.83% active;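 active means inhibition above the mean of compounds lying between control limits plus 3 SD, set per campaign, cut at about 8.5% in these data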;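 further: 0% = DMSO-only wells as the low control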
PLCb3 inh – blocks human PLC-beta3 enzyme activity. Purified PLC-beta3, fluorogenic substrate, fluorescence. inhibition, % at 12.2 µM. 370,000 tested, 0.18% active; in the data active means inhibition above about 11%;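 further: 0% = median of compound wells on plate and 100% = full blocker control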
ssDAF12 agonist – S. stercoralis DAF-12 activation, primary screen; AID 652126; HEK293 ssDAF-12/GRIP1 lit1-tk-luc reporter, luminescence; % of 3 µM dafachronic acid response; 370,000 tested, 1% active; activation, % at 6.8 µM;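 active means activation above the mean over all tested compounds plus 3 SD, cut at about 0.9% in these data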;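 further: 0% = DMSO-only wells and 100% = 3 µM delta7-dafachronic acid wells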
hgDAF12 agonist – activates the H. glycines DAF-12 receptor ligand-binding domain. HEK293 GAL4-hgDAF12 UAS-luciferase reporter, agonist luminescence; normalized to butyrate control. activation, % at 6.8 µM. 370,000 tested, 1.8% active;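 active means activation above a cutoff set at the mean of all screened compounds plus 3 SD, cut at about 10% in these data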;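 further: 0% = DMSO wells and 100% = sodium butyrate wells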
SMARCA2 act – activators of SMARCA2 function. MG213 cells, MMTV-luciferase reporter, dexamethasone, overnight. activation, % at 9.1 µM. 370,000 tested, 1% active; in the data active means activation above about 7.8%;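 further: 0% = vehicle wells and 100% = reference activator wells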
Numbers without * were called inactive; i = inactive; / = no result given.

# | Compound | SMARCA2 act | ssDAF12 agonist | Rev-erbA mod | hcDAF-12 act | hgDAF12 agonist | ADAM17 inh | MBD2 inh | DAX1 inh-1 | DAX1 inh-2 | PLCb3 inh | PLCg1 inh
1 | O=C(c1ccc(CSc2ccccc2)cc1)N1CCCCCC1 | 2 | -0.5 | -2 | 1.1 | 6.9 | 3 | -1 | 1.2 | 1.1 | 2 | 4
2 | COc1ccc(C(CNC(=O)CNC(=O)c2ccccc2)N2CCCC2)cc1 (stereo not given) | 0 | -1.0 | 0 | 1.3 | 2.8 | -2 | 3 | -0.4 | 1.1 | -12 | 0
3 | COc1ccccc1/C=C1\SC(=O)N(CCC(=O)NCCCn2ccnc2)C1=O | 2 | -1.2 | 4 | -0.7 | 1.2 | -6 | 0 | -2.2 | 0.6 | -19 | -7
4 | N/C(=C\C(=O)c1cc(Cl)ccc1O)C(Cl)(Cl)Cl | -3 | -1.1 | 0 | 1.2 | 0.2 | -4 | -2 | -0.2 | 0.4 | -8 | 4
5 | CCOC(=O)N1CCN(CC(O)COc2ccc(C(C)C)c(C)c2)CC1 (stereo not given) | -2 | -1.5 | -3 | -2.9 | 0.3 | -3 | 3 | 0.0 | -0.7 | -5 | -1
6 | Nc1nnc(SCCOc2ccccc2)s1 | 0 | -1.8 | -7 | -0.2 | 1.0 | -5 | 2 | -0.3 | -0.3 | 1 | 2
7 | CCN(CCCCN1C(=O)c2ccccc2C1=O)c1ccc2c(c1)C(=O)N(C)C2=O | -3 | -1.0 | -11 | 0.1 | 0.1 | -3 | -7 | -0.7 | -0.2 | -152 | -101
8 | CCOC(=O)C1CCCN(C(=O)c2sc3nc4n(c(=O)c3c2C)CCC4)C1 (stereo not given) | -2 | -1.0 | 4 | -1.7 | 0.2 | -2 | 0 | 1.1 | 0.6 | -3 | 1
9 | N#C/C(=N\O)c1nc2ccccc2[nH]1 | -1 | -0.3 | -2 | 1.2 | 0.4 | -2 | -3 | -0.1 | 1.5 | -15 | -16
10 | Cc1ccc(NC(=O)C2CC3CCC2C3)c(C)c1 (stereo not given) | / | -0.1 | -2 | -2.6 | 8.6 | -4 | 5 | / | / | 0 | 2

(list continues)
# | Compound | SMARCA2 act | ssDAF12 agonist | Rev-erbA mod | hcDAF-12 act | hgDAF12 agonist | ADAM17 inh | MBD2 inh | DAX1 inh-1 | DAX1 inh-2 | PLCb3 inh | PLCg1 inh
11 | CCc1c(C)c(C#N)c2nc3ccccc3n2c1NCc1ccccn1 | 7 | -1.1 | 8 | -0.4 | -2.2 | -30 | -6 | -0.3 | -1.7 | -83 | -75
12 | COc1ccc(NC(=O)c2ccc(CN(c3cc(Cl)ccc3C)S(=O)(=O)c3ccccc3)cc2)cc1OC | -2 | -1.6 | 12 | -0.8 | -1.4 | 2 | -4 | 0.1 | 0.0 | 3 | 0
13 | O=C(NC(=S)Nc1ccc(S(=O)(=O)NC2CCCCC2)cc1)c1cccs1 | -2 | -1.0 | 1 | -2.5 | -4.1 | 7 | -5 | -1.0 | -2.0 | 2 | 1
14 | COc1ccc(-c2ocnc2C(=O)Nc2ccc(N3CCOCC3)cc2N2CCOCC2)cc1OC | 0 | -0.5 | 3 | -1.8 | -0.5 | -3 | 2 | -0.3 | -0.4 | -9 | -2
15 | Cc1ccc2c(c1)[C@H]1[C@H](CO2)[C@H](c2ccccc2)[C@]2(C)C(=O)Nc3ccc(Br)cc3C(=O)N12 | 0 | -1.0 | -2 | -0.5 | 4.4 | 9 | 0 | -0.2 | 1.2 | 2 | 0
16 | Cc1ccc(S(=O)(=O)N2CCCCC2)cc1NC(=O)COC(=O)c1cccn1C | -3 | -0.3 | 0 | -1.5 | -3.5 | -2 | 3 | 1.5 | 0.7 | -9 | -3
17 | C/C(Cn1nnc2ccccc21)=N\OC(=O)c1ccccc1C | 0 | -0.7 | 3 | 0.2 | 0.4 | 2 | 1 | 0.5 | 0.9 | 4 | 3
18 | O=C1CCC[C@H]2C[C@H](NCc3cccs3)CC[C@]23CCCN13 | / | -1.9 | -2 | -1.0 | -1.1 | 0 | -7 | / | / | 2 | 2
19 | COC(=O)CN1CCN(C(=O)c2nocc2C)CC1 | -3 | -1.5 | 3 | -0.8 | 1.0 | -1 | -1 | 1.0 | / | 0 | -2
20 | O=C(/C=C/c1ccc(S(=O)(=O)N2CCOCC2)cc1)NC(CO)C(O)c1ccc([N+](=O)[O-])cc1 (stereo not given) | -5 | -1.4 | -4 | 1.3 | 2.0 | -5 | 2 | -1.0 | 3.4 | -5 | 5

The listing continues:
# | Compound | SMARCA2 act | ssDAF12 agonist | Rev-erbA mod | hcDAF-12 act | hgDAF12 agonist | ADAM17 inh | MBD2 inh | DAX1 inh-1 | DAX1 inh-2 | PLCb3 inh | PLCg1 inh
21 | Cc1cc(C)cc(Oc2coc3cc(OC(=O)c4cccnc4)ccc3c2=O)c1 | -8 | -1.1 | 0 | -1.5 | -1.0 | -271 | 4 | 0.2 | -1.5 | i | i
22 | CC1(CC(=O)O)SC(=O)NC1=O (stereo not given) | -4 | -1.1 | 4 | -1.1 | 4.8 | -4 | 3 | -0.8 | -1.5 | 0 | 0
23 | COc1ccc(-n2cc(-c3ccccc3)nc2SC)cc1 | 1 | -0.8 | 4 | 3.5 | 15* | -2 | 6 | 2.0 | 2.9 | 4 | 3
24 | COc1ccc(N(CC(=O)Nc2ccccc2C)S(=O)(=O)c2c(C)[nH]c(=O)[nH]c2=O)cc1 | -2 | -1.1 | -6 | -0.3 | -0.9 | 3 | -6 | 0.0 | 2.7 | -2 | 4
25 | Cc1ccc2c(c1)-c1cc(C)nn1C(c1sccc1C)N2 (stereo not given) | 1 | -1.4 | -5 | 0.8 | 0.4 | -4 | -6 | 0.6 | -0.1 | -29 | -23
26 | O=C(N/N=C/c1cc2c(cc1Br)OCO2)c1ccccn1 | 2 | -0.5 | -5 | 2.9 | 6.3 | -1 | 0 | 1.8 | / | -23 | -21
27 | CCCC(=O)N1CCN(C2=NS(=O)(=O)c3ccccc32)CC1 | 3 | -1.6 | -2 | -0.5 | 0.4 | -1 | 2 | -0.7 | 1.1 | 3 | 3
28 | COc1ccc(NS(=O)(=O)c2cccc(N/C(=N\S(=O)(=O)c3ccccc3)c3ccc(F)cc3)c2)cc1 | -3 | -1.0 | 8 | -3.1 | -1.8 | 8.7* | -5 | -1.3 | -1.1 | 4 | 3
29 | Cc1ccc(Cl)cc1NC(=O)c1cc(NC(=O)C2CCCCC2C(=O)O)ccc1N1CCOCC1 (stereo not given) | -1 | -0.9 | 0 | -0.9 | -2.6 | -2 | -2 | 1.9 | -0.6 | -78 | -57
30 | COCCNC(=S)N/N=C(\C)c1ccc(C)c([N+](=O)[O-])c1 | 0 | -0.8 | 1 | -3.4 | -0.4 | 1 | 4 | -0.8 | -0.8 | 1 | 2

Retrieved by structure from the list above, three records:
# | Compound | SMARCA2 act | ssDAF12 agonist | Rev-erbA mod | hcDAF-12 act | hgDAF12 agonist | ADAM17 inh | MBD2 inh | DAX1 inh-1 | DAX1 inh-2 | PLCb3 inh | PLCg1 inh
22 | CC1(CC(=O)O)SC(=O)NC1=O (stereo not given) | -4 | -1.1 | 4 | -1.1 | 4.8 | -4 | 3 | -0.8 | -1.5 | 0 | 0
27 | CCCC(=O)N1CCN(C2=NS(=O)(=O)c3ccccc32)CC1 | 3 | -1.6 | -2 | -0.5 | 0.4 | -1 | 2 | -0.7 | 1.1 | 3 | 3
21 | Cc1cc(C)cc(Oc2coc3cc(OC(=O)c4cccnc4)ccc3c2=O)c1 | -8 | -1.1 | 0 | -1.5 | -1.0 | -271 | 4 | 0.2 | -1.5 | i | i

Continuation:
# | Compound | SMARCA2 act | ssDAF12 agonist | Rev-erbA mod | hcDAF-12 act | hgDAF12 agonist | ADAM17 inh | MBD2 inh | DAX1 inh-1 | DAX1 inh-2 | PLCb3 inh | PLCg1 inh
31 | CC12CCC(C(=O)N3CCN(Cc4ccccc4)CC3)(OC1=O)C2(C)C (stereo not given) | -3 | -1.3 | 2 | 0.6 | -0.3 | -2 | -4 | -0.3 | 0.1 | 0 | 2
32 | Cc1cc(C)c2nc(NC(=O)c3ccco3)sc2c1 | 6 | 1.0* | 2 | 6.6* | 10 | -6 | -3 | 19* | -0.1 | -91 | -60
33 | Cn1cccc1Cc1nnc(SCC(=O)N2CCCCCC2)n1CCc1ccccc1 | -1 | -1.1 | 8 | 2.2 | -1.2 | -2 | -3 | -1.1 | 0.9 | -8 | -5
34 | Cc1ccc(Oc2ccc(NC(=O)CSc3n[nH]c(N)n3)cc2)cc1 | 0 | -1.0 | 4 | -2.8 | -2.8 | 2 | 2 | -0.2 | -0.8 | 1 | 2
35 | C=CCOc1ccc(Br)cc1CNC(C)(C)CO | -1 | -2.1 | 0 | -1.3 | 0.6 | -4 | 5 | 0.2 | 2.1 | -8 | -2
36 | COc1ccc(C(C)=O)cc1CC(=O)Nc1ccc2c(c1)CCC2 | 0 | -0.5 | -1 | 2.2 | 0.6 | 1 | -3 | 0.3 | 0.5 | -2 | 2
37 | CN1CCN(C2=Cc3ccc(Cl)cc3Sc3ccc(F)cc32)CC1 | -2 | -0.9 | 0 | -1.1 | 0.0 | 2 | 1 | -0.4 | 1.3 | -12 | -8
38 | O=C(CN1C(=O)NC2(CCCC2)C1=O)NC(c1ccccc1)c1ccccc1 | -5 | -1.7 | -4 | -2.6 | -1.7 | 2 | -7 | -1.6 | -1.9 | 6 | 6
39 | Cc1ccc2c(c1)sc1nc(=O)n(-c3ccc(Cl)c(Cl)c3)c(=O)n12 | 0 | -1.0 | 3 | 0.0 | -0.8 | -1 | -4 | -0.1 | -0.7 | 2 | 4
40 | CC(=O)CC[C@@H]1CC[C@]2(CCCN(S(C)(=O)=O)C2)O1 | -1 | -0.6 | 3 | 1.1 | 0.7 | -2 | 6 | -0.6 | / | -2 | 5

Whole records, looked up by structure. Screens in order: SMARCA2 act	ssDAF12 agonist	Rev-erbA mod	hcDAF-12 act	hgDAF12 agonist	ADAM17 inh	MBD2 inh	DAX1 inh-1	DAX1 inh-2	PLCb3 inh	PLCg1 inh
C=CCOc1ccc(Br)cc1CNC(C)(C)CO is listed with -1	-2.1	0	-1.3	0.6	-4	5	0.2	2.1	-8	-2
CC(=O)CC[C@@H]1CC[C@]2(CCCN(S(C)(=O)=O)C2)O1 is listed with -1	-0.6	3	1.1	0.7	-2	6	-0.6	/	-2	5
CC12CCC(C(=O)N3CCN(Cc4ccccc4)CC3)(OC1=O)C2(C)C (stereo not given) is listed with -3	-1.3	2	0.6	-0.3	-2	-4	-0.3	0.1	0	2

Next records follow:
# | Compound | SMARCA2 act | ssDAF12 agonist | Rev-erbA mod | hcDAF-12 act | hgDAF12 agonist | ADAM17 inh | MBD2 inh | DAX1 inh-1 | DAX1 inh-2 | PLCb3 inh | PLCg1 inh
41 | O=C(NCc1ccco1)c1cnccn1 | -1 | -1.3 | -4 | 0.9 | -1.7 | -1 | 0 | -0.2 | 0.1 | -1 | 0
42 | Cc1ccc(-c2n[nH]c(=S)n2/N=C/c2ccc(C)s2)cc1 | 0 | -1.4 | -6 | -0.2 | -1.9 | 2 | -3 | -1.2 | -0.2 | -1 | 1
43 | O=C1CCCc2c1sc1nc3n(c(=O)c21)CCCCC3 | 2 | -0.7 | -2 | 1.3 | 10* | -7 | 2 | 1.4 | 1.6 | -4 | -4
44 | O=C(c1ccc(F)cc1)c1c[nH]c(C(=O)NCc2cccnc2)c1 | -5 | -2.0 | -3 | -0.9 | -0.3 | 0 | 4 | -2.8 | -1.7 | 1 | -2

Assay outcomes from PubChem.
